# Assay outcomes: PubChem, several laboratories
# NR2F2 inh – NR2F2 (human) inhibition, primary screen. actives 0.7% (n = 370,000). AID 686940. P24468. HEK293T NGFI-A luciferase reporter, luminescence. inhibition, % at 8.6 µM;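 active = inhibition above a per-plate cutoff, mean inhibition of test wells between control levels plus 3 SD, cut at about 38% in these data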;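 also: cells cotransfected with COUP-TFII expression vector driving the NGFI-A reporter; 0% = median of COUP-TF2 test wells and 100% = reporter-only cells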
# LMP1 NFkB inh – reduces LMP1-driven NF-kappaB luciferase signal; inhibition, % at 12.5 µM; LMP1-induced NF-kappaB luciferase reporter cells, luminescence; actives 0.69% (n = 350,000); AID 504558; in the data active = inhibition above about 41%;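 also: 0% = neutral control wells and 100% = reference inhibitor control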
# TWEAK Fn14 block – blocks TWEAK-Fn14 interaction in a reporter cell assay. actives 2% (n = 360,000). inhibition, % at 10 µM. TWEAK-stimulated Fn14 reporter cells, luciferase luminescence, 8 h; in the data active = inhibition above about 50%
# NCOA2 inhibitor – human SRC2 (NCOA2) inhibition. inhibition, % at 9 µM. HEK293 GAL4-SRC2 luciferase reporter, luminescence. actives 0.17% (n = 370,000). Q15596;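 active = inhibition above the mean inhibition of all tested compounds plus 3 SD, set per campaign, cut at about 52% in these data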;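 also: 0% = DMSO treated cells and 100% = cells given Gossypol at 36 µM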
# Target sequence (Q15596 whole entry, looked up, the tested form may be a part): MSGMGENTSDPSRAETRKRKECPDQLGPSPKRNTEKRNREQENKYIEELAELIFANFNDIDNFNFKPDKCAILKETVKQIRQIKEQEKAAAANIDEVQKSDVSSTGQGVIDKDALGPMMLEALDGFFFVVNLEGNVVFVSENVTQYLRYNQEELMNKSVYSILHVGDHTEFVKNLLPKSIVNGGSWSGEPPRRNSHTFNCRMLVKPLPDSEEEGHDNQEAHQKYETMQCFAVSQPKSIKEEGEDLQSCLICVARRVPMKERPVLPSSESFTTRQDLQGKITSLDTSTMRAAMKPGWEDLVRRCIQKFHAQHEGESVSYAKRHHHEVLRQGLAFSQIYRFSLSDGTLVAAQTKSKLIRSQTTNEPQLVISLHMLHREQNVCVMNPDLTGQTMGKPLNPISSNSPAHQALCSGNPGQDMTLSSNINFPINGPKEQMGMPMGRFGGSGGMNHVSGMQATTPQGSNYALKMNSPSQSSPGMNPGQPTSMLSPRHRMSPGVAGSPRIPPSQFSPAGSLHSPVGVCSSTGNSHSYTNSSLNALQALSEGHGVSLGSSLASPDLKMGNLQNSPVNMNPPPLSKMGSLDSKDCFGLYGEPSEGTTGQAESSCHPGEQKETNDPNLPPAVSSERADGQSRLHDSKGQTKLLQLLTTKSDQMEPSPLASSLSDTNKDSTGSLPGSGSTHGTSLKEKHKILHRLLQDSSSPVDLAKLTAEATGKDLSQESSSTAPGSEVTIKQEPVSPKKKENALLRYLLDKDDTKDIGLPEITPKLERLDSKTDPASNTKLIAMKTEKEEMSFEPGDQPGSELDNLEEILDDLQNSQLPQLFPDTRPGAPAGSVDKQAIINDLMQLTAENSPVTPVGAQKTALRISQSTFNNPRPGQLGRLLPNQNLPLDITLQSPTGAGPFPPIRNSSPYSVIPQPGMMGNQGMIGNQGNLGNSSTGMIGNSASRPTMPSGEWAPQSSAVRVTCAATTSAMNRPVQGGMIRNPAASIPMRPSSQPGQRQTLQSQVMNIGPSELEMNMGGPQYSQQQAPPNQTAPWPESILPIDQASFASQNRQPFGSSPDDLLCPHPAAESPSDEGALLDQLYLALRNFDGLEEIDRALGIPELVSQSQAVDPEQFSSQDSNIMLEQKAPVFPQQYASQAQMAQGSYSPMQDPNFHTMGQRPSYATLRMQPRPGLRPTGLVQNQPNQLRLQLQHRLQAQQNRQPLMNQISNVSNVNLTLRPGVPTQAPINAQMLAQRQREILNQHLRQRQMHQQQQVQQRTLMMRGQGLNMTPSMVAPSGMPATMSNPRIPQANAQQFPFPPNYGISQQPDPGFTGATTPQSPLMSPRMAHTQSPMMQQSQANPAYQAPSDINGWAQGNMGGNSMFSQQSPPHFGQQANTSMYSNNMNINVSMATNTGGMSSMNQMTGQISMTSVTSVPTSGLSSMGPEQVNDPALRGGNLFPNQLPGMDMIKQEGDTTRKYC
# CF NFkB block – cystic fibrosis NF-kB activation inhibition | KKLEB NF-kB-GFP reporter, PAF-induced, GFP fluorescence overnight | inhibition, % at 5 µM | actives 0.86% (n = 360,000) | AID 588850;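 active = at least 50% inhibition at 5 µM, scaled per plate between neutral and stimulator controls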;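 also: PAF is a Pseudomonas aeruginosa culture filtrate used as stimulus; plate controls were PAF-stimulated DMSO wells for no effect and unstimulated DMSO wells for full effect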
# SRC3 inh – inhibitors of human steroid receptor coactivator 3 (SRC3). actives 0.17% (n = 360,000). HEK293 GAL4-SRC3 luciferase reporter, luminescence. Q9Y6Q9. inhibition, % at 3.6 µM;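 active = inhibition above a per-campaign cutoff, the mean of all compounds plus 3 SD, cut at about 60% in these data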;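 also: 0% = DMSO-treated cells and 100% = gossypol-treated cells at 36 µM; higher means less SRC3-driven luciferase light from the GAL4 reporter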
# C8 TRAIL sens – caspase-8 TRAIL sensitization; NB7+C8 cells + TRAIL, ATPlite viability luminescence; inhibition (viability loss, TRAIL sensitization), % at 10 µM; actives 1% (n = 360,000); AID 624354;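 active = compounds causing at least 50% loss of cell viability in the single-dose screen, relative to plate controls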
# TROY NFkB inh – TROY signaling inhibition; Q293 LMP1-TROYcd NF-kB luciferase reporter, 4 h; inhibition, % at 10 µM; actives 0.98% (n = 360,000); AID 1347056;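 active = compounds whose plate-normalised and pattern-corrected inhibition of the luciferase reporter signal at the single screening dose is 50% or more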
# NR5A2 inv ag – suppresses constitutive activity of human LRH-1. O00482. HEK293T StAR-luciferase reporter, LRH-1 transfected, 24 h. inhibition, % at 3.6 µM. actives 0.13% (n = 360,000). AID 602396;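 active = inhibition above the mean inhibition of all tested compounds plus 3 SD, cut at about 73% in these data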;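 also: 0% = DMSO wells and 100% = reporter-only cells lacking LRH-1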
# KKLEB tox – reduces viability of KKLEB cystic fibrosis airway cells; KKLEB CF airway cells viability, ATPlite luminescence, overnight; hits give low values; cells stimulated with P. aeruginosa culture filtrate; activity change (cytotoxicity), % at 5 µM; actives 0.36% (n = 360,000); AID 602141;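 active = corrected activity change at or below -50% at 5 µM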
# SRC1 inh – inhibits human SRC1 coactivator; HEK293 GAL4-SRC1 luciferase reporter, luminescence; actives 0.12% (n = 360,000); AID 588354; Q15788; inhibition, % at 3.6 µM;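 active = inhibition above the campaign mean plus 3 SD, with each screening campaign given its own cutoff, cut at about 60% in these data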;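 also: 0% = DMSO treated cells and 100% = gossypol at 36 µM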
# Numbers without * were called inactive; / = no result given; & = joins results of further samples.
SMILES,NR2F2 inh,LMP1 NFkB inh,TWEAK Fn14 block,NCOA2 inhibitor,CF NFkB block,SRC3 inh,C8 TRAIL sens,TROY NFkB inh,NR5A2 inv ag,KKLEB tox,SRC1 inh
CC1CCCC(NC(=O)CCCn2ncn3c(cc4occc43)c2=O)C1C (stereo unspecified),-5,-5,-9,5,11,13,13,-3,-6,-12,1
COc1ccc(CN2CCCC(CO)(Cc3ccc(F)cc3)C2)c(OC)c1OC (stereo unspecified),-19,11,-1,-15,-12,4,9,-9,4,-6,-1
CC(=O)Oc1ccc(C)cc1-n1nc2ccccc2n1,-49,-9,11,-32,8,-70,7,-34,-100,3,-93
CCCc1nc2ccc(NC(=O)c3cccs3)cc2c(=O)n1Cc1ccc(Cl)cc1,-19,9,18,-13,6,-8,9,-9,-1,-2,-2
Cc1cc2ncn(CCC(=O)NC(C)(C)C)c2cc1C,-2,-11,14,19,12,2,2,-2,2,8,-9
CCn1[nH]c(=O)c(=Nc2c(C)n(C)n(-c3ccccc3)c2=O)cc1-c1ccc(Cl)cc1,11,-3,-4,-14,14,17,1,1,17,-9,11
C(=C\c1ccccc1)/CN1CCN(C(c2ccccc2)c2nnnn2Cc2ccccc2)CC1 (stereo unspecified),-14,/,9,3,-4,14,-4,26,10,-4,8
O=C(ONC1=NCCCCC1)c1ccc([N+](=O)[O-])cc1,-4,-12,-4,-4,4,8,1,-1,17,5,-12
CS(=O)(=O)N1CCC(C(=O)NCc2ccncc2)CC1,-8,-11,4,19,6,-7,-7,-6,-6,-3,2
Clc1ccc(CSc2ncn[nH]2)cc1,-10,-9,-9,-9,-2,3,6,-21,7,5,-11
COc1ccc(S(=O)(=O)Nc2ccc3c(c2)n(C)c(=O)n3C)cc1OC,11,-12,19,-40,6,-10,-7,-2,20,0,10
COc1ccc(Cl)cc1NC(=S)Nc1cccnc1,-1,5,0,1,6,-5,1,10,-6,7,3
COc1ccc(OC)c(CN2CCN(C(=O)c3cccc(S(=O)(=O)Nc4ccc(F)cc4)c3)CC2)c1,8,2,-2,4,-8,6,-5,1,-3,10,13
O=C(O)c1cc(-c2cccnc2)nn1-c1ccccn1,4,-2,-1,-3,6,2,-7,-14,1,1,-12
Cc1ccc(S(=O)(=O)n2ccc3c(OCCOCCNCc4ccc(F)cc4)cccc32)cc1,43*,6,-7,6,30,-12,53*,46,9,-34,4
O=C(NCc1ccccc1)C1=C[C@H](c2csc3ccccc23)C[C@H](OCCCCO)O1,-2,-5,41,-9,19,-10,5,13,-18,-18,-25
O=C(Nc1ccc(F)cc1F)c1ccc(COc2c(F)c(F)cc(F)c2F)o1,4,6,-23,-11,8,18,-1,-8,5,-2,3
CCOC(=O)c1nnn2c1nc(N(CC)CC)c1ccccc12,2,17,-26,-7,18,6,-7,6,15,-10,4
O=c1[nH]c(SCc2nc3ccccc3c(=O)n2-c2ccccc2)nc2ccccc12,10,20,-11,-24,-16,8,14,7,15,-7,2
S=C(NCc1ccc2c(c1)OCO2)NC1CCN(Cc2ccccc2)CC1,18,14,7,9,-9,2,14,28,-4,0,-9
O=C(NC(c1ccccc1)c1ccccc1)C1CCCN(S(=O)(=O)c2cnc[nH]2)C1 (stereo unspecified),8,4,8,-23,17,11,-7,1,1,-15,1
COc1cc(-c2c(-c3ccc4c(c3)OCO4)noc2C)ccc1F,-18,-7,2,-26,25,0,26,-15,-17,-9,-48
CC(NC(=S)NC(=O)c1cccs1)c1ccccc1 (stereo unspecified),4,1,-2,-14,-15,10,-7,-1,29,-5,-2
CC(C(=O)Nc1ccc2c(c1)OCO2)c1ccc([N+](=O)[O-])cc1 (stereo unspecified),5,5,-1,14,0,11,-2,21,14,-4,2
Cc1ccc2sc(NC(=O)CN3C(=O)c4ccccc4C3=O)nc2c1C,18,-13,11,3,-13,1,-10,1,9,0,0
CC(C)(C)NC(=O)Cn1c(SCC(N)=O)nc2ccccc21,4,-8,1,14,-1,10,-10,14,13,3,5
COc1cc(NC(=O)COC(=O)CNC(=O)C23CC4CC(CC(C4)C2)C3)cc(OC)c1,17,-4,-9,-41,3,18,-15,-58,8,0,8
c1ccc2occc2c1,-6,-1,6,12,-13,0,2,-9,7,12,-5
Cn1nccc1C(=O)NC1CCCc2c1cnn2-c1ccccc1F (stereo unspecified),64*,28,37,42,15,26,18,12,38,-6,-5
CCNc1nc(NC(C)C)nc(NC(C)(C)C)n1,4,-9,-4,31,20,13,3,5,16,0,-1
O=c1[nH]c(CNCc2cccnc2)nc2ccccc12,4,-5,-23,-19,8,7,-7,-10,13,5,-4
O=C1/C(=C\Nc2ccc(Cl)cc2)CCN1c1ncccn1,-18,-48,-18,-57,-10,-18,4,-21,-13,13,-70
Cc1noc(C(=O)Nc2cccc(Cl)c2)c1Cl,-49,-21,-7,-48,5,-38,10,-21,-30,-6,-26
CC1(C)NC(=O)N(CCOCCOc2c(Cl)cc(Cl)cc2Cl)C1=O,-29,-1,-15,-2,-12,15,-4,10,26,7,-5
COc1ccccc1CNc1nc(NCc2ccc(NC(C)=O)cc2)c2sccc2n1,11,/,1,10,-27,-22,13,16,-4,-20,11
CCC(O)C1CCN(C(=O)c2ccc(OC3CCN(Cc4ccccn4)CC3)cc2)CC1 (stereo unspecified),-5,-4,-1,1,-12,-10,-13,-24,-2,10,-25

# Overlap with the part before: four entries, followed by the next part.
# Every second line gives: NR2F2 inh, LMP1 NFkB inh, TWEAK Fn14 block, NCOA2 inhibitor, CF NFkB block, SRC3 inh, C8 TRAIL sens, TROY NFkB inh, NR5A2 inv ag, KKLEB tox, SRC1 inh
Cc1noc(C(=O)Nc2cccc(Cl)c2)c1Cl
 : -49, -21, -7, -48, 5, -38, 10, -21, -30, -6, -26
CC1(C)NC(=O)N(CCOCCOc2c(Cl)cc(Cl)cc2Cl)C1=O
 : -29, -1, -15, -2, -12, 15, -4, 10, 26, 7, -5
COc1ccccc1CNc1nc(NCc2ccc(NC(C)=O)cc2)c2sccc2n1
 : 11, /, 1, 10, -27, -22, 13, 16, -4, -20, 11
CCC(O)C1CCN(C(=O)c2ccc(OC3CCN(Cc4ccccn4)CC3)cc2)CC1 (stereo unspecified)
 : -5, -4, -1, 1, -12, -10, -13, -24, -2, 10, -25
C[C@H](O)[C@@H]1C(=O)N2CCc3ccc(-c4ccccc4)cc3[C@@H]2C[C@@H]1N(C)C(=O)c1ccc(C#N)cc1
 : -1, 13, 13, -11, -6, 5, 5, 2, 12, 7, 1
COCCCN(Cc1cc(OC)c(OC)c(OC)c1)C(=S)Nc1cccc(Cl)c1
 : 22, 5, 4, 7, 8, 18, -4, 6, 17, 6, -21
Cc1ccc(S(=O)(=O)Nc2c(C)n(C)n(-c3ccccc3)c2=O)cc1
 : 15&11, 9&6, -10&4, 11&16, -9&7, 10&18, -15&4, 18&-18, 2&10, -20&-7, 8&-8
CN(C)/C=C(/C(=O)c1ccc(Cl)cc1Cl)S(=O)(=O)c1ccccc1
 : -12, 1, -4, -33, -5, -3, -8, -12, -1, 5, -8
O=C(COC(=O)C12CC3CC(CC(Cl)(C3)C1)C2)Nc1ccccc1
 : -9, -2, -15, -8, 0, -8, 13, -10, 9, 0, 9
CC(CNC(=O)Cn1ccc2cc(S(=O)(=O)N3CCCC3)ccc21)c1ccccc1 (stereo unspecified)
 : 13, -2, 5, 6, -3, -11, -9, -2, -4, -18, 1
CC(C)Oc1ccc(C(=O)Nc2ccc(N3CCCCC3)cc2)cc1
 : -4, -2, 18, 8, -11, 15, -13, 0, 0, 3, 6
Clc1ccc(C=NN2CCCCCC2)c(Cl)c1
 : 10, -9, -32, -2, 18, -7, -13, -58, -20, 6, -10
CC(=O)c1cccc(NC(=O)C2CCCCC2)c1
 : -1, 4, 8, -5, 17, -25, -20, 4, -32, 0, -28
O=C(COC(=O)c1ccc(Cl)c(S(=O)(=O)N2CCCC2)c1)NC1CCCCC1
 : -10, 0, -11, 2, -6, 2, -11, -11, 7, -7, 8
O=C(C1COc2ccccc2O1)N1CCN(c2ccc([N+](=O)[O-])cc2)CC1 (stereo unspecified)
 : 3, -8, -9, -5, 16, 5, 8, -8, -16, -6, 0
CCCc1ccc(C(O)c2ncc(-c3cccc(F)c3)[nH]2)cc1 (stereo unspecified)
 : -4, /, -5, -19, -5, -67, -27, -28, -6, -6, -9
CC(=O)Nc1c(O)nc(SCC(=O)Nc2sc3c(c2C#N)CCCCCC3)[nH]c1=O
 : 15, 1, 18, -2, 8, -6, 1, 13, -18, 1, -4
CC1(NC(=O)Nc2cc([N+](=O)[O-])ccc2O)CCS(=O)(=O)C1 (stereo unspecified)
 : 11, 2, 3, -13, 5, -4, -7, 4, -5, -36, -4
COc1ccc(C(=O)Nc2ccc(Cl)cc2F)cc1S(=O)(=O)N1CCCC1
 : 5, 3, -5, 8, 4, -16, 8, 2, 5, 13, -9
CCN(CC(=O)Nc1ccc2c(c1)OCCO2)Cc1cc(=O)oc2cc(C)c(C)cc12
 : -27, 9, -14, -1, -22, 10, 0, -6, 3, -10, 1
O=C(CCN1CCN(c2ccccc2)CC1)N/N=C/c1ccc([N+](=O)[O-])o1
 : -10, -4, 3, -7, -2, 9, 6, -14, 16, -1, -19
O=C(C1CC(=O)N(c2ccc3c(c2)OCCO3)C1)N1CCN(c2ccccc2)CC1 (stereo unspecified)
 : 22, 13, 64*, 11, 0, 8, 5, 28, 2, 1, -11

# Shown field by field: part of the list above
Cc1noc(C(=O)Nc2cccc(Cl)c2)c1Cl
  NR2F2 inh: -49	LMP1 NFkB inh: -21	TWEAK Fn14 block: -7	NCOA2 inhibitor: -48	CF NFkB block: 5	SRC3 inh: -38	C8 TRAIL sens: 10	TROY NFkB inh: -21	NR5A2 inv ag: -30	KKLEB tox: -6	SRC1 inh: -26
CC1(C)NC(=O)N(CCOCCOc2c(Cl)cc(Cl)cc2Cl)C1=O
  NR2F2 inh: -29	LMP1 NFkB inh: -1	TWEAK Fn14 block: -15	NCOA2 inhibitor: -2	CF NFkB block: -12	SRC3 inh: 15	C8 TRAIL sens: -4	TROY NFkB inh: 10	NR5A2 inv ag: 26	KKLEB tox: 7	SRC1 inh: -5
COc1ccccc1CNc1nc(NCc2ccc(NC(C)=O)cc2)c2sccc2n1
  NR2F2 inh: 11	LMP1 NFkB inh: /	TWEAK Fn14 block: 1	NCOA2 inhibitor: 10	CF NFkB block: -27	SRC3 inh: -22	C8 TRAIL sens: 13	TROY NFkB inh: 16	NR5A2 inv ag: -4	KKLEB tox: -20	SRC1 inh: 11
